# Source: PubChem (several laboratories)
# NS5 inhibitors = flavivirus cap methylation enzyme inhibition – biochemical, confirmation dose response, primary screen (AID 588689); Dengue-2 NS5 methyltransferase capping enzyme assay, biochemical; higher % means a stronger effect; inhibition, % at 25 µM; hits with a dose series show IC50 in µM; hit rate 0.3% among 340,000; in the data active = a potency from the dose series; inconclusive = inhibition above about 29% without an active follow-up result
# PhoP inhibition = PhoP-dependent GFP reporter repression – Salmonella Typhimurium, primary screen (AID 1863). S. Typhimurium PhoP-regulated promoter GFP reporter, 4 h; higher % means a stronger effect. inhibition, % at 50 µM, or IC50 in µM where a hit was titrated. hit rate 0.16% among 300,000;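 active = inhibition over 29.93%, a cutoff 3 SD above the screen mean, later confirmed by dose response; inconclusive = inhibition over 29.93% but no dose response follow-up; inactive = inhibition at most 29.93% or unconfirmed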;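 note: 0% = low Mg2+ inducing control and 100% = high Mg2+ repressing control; strong numbers were not always called active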
# RSV antiviral HEp-2 = inhibition of RSV-induced cytopathic effect – HEp-2 cells, primary 10 µM value included (AID 2391); HEp-2 cells, RSV-induced CPE inhibition; higher % means a stronger effect; CPE inhibition, % at 10 µM; hits with a dose series show IC50 in µM; hit rate 0.13% among 310,000; in the data active = a potency from the dose series; inconclusive = CPE inhibition mostly from about 23% at the one dose, without a potency; inactive = the rest, 99 in 100 with CPE inhibition below about 21%; note: strong numbers were not always called active
# LYP phosphatase = inhibitors of LYP phosphatase, biochemical, fluorescence intensity, uHTS (AID 1779). inhibition, % at 11.5 µM, or IC50 in µM where a hit was titrated. recombinant LYP phosphatase, fluorescence intensity; higher % means a stronger effect. hit rate 0.054% among 290,000; in the data active = inhibition above about 50%;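 note: plate controls were vehicle with enzyme for no effect and no enzyme for full effect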
# SV40 large T antigen = SV40 large T antigen inhibitors, biochemical (AID 1903). SV40 large T antigen ATPase/helicase inhibition assay; higher % means a stronger effect. inhibition, % at 20 µM; hits with a dose series show IC50 in µM. hit rate 0.39% among 310,000; in the data active = a potency from the dose series; inconclusive = inhibition mostly from about 32% at the one dose, without a potency; inactive = the rest, 99 in 100 with inhibition below about 32%; note: strong numbers were not always called active
# West Nile virus CPE = West Nile virus antiviral activity, cell-based, CPE readout (AID 1621) | West Nile virus-infected cells, CPE inhibition; higher % means a stronger effect | CPE inhibition, % at 10 µM; hits with a dose series show IC50 in µM | hit rate 0.02% among 290,000; in the data active = a potency from the dose series; inconclusive = CPE inhibition mostly from about 3.7% at the one dose, without a potency; inactive = the rest, 99 in 100 with CPE inhibition below about 2.2%; note: strong numbers were not always called active
# Rac1 GTP hydrolysis = MgcRacGAP GTPase-activating activity inhibitors, confirmation, biochemical, ADP Hunter fluorescence. hit rate 0.6% among 340,000. one-dose inhibition, % at 30 µM; IC50 in µM for titrated hits. MgcRacGAP-stimulated Rac1 GTP hydrolysis, ADP Hunter fluorescence; higher % means a stronger effect; GST-tagged Rac1 F28L mutant substrate;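 active = first-screen hits whose inhibition reached a set limit at any dose in the follow-up dose series; inconclusive = inhibition above the set first-screen limit but never retested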;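 note: fluorescence reports GDP produced by GAP-driven GTP hydrolysis; strong numbers were not always called active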
# GPR35 arrestin U2OS = inhibition of zaprinast-stimulated GPR35 beta-arrestin translocation – imaging, U2OS, beta-arrestin-GFP, zaprinast agonist, primary screen (AID 2058). one-dose inhibition, % at 10 µM; IC50 in µM for titrated hits. hit rate 0.052% among 290,000. U2OS GPR35 beta-arrestin-GFP translocation imaging, zaprinast antagonism; higher % means a stronger effect;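 active = inhibition of at least 50% with at least 30 cells and total cytoplasm GFP at most 10,000,000; inconclusive = under 30 cells or total GFP of 10,000,000 plus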
# ER stress rescue = rescue of cells from ER stress-induced death, primary screen, 384-well, CSM14.1, thapsigargin, ATP luminescence (AID 1222); 190,000 tested, under 10 active; CSM14.1 thapsigargin-induced death rescue, ATP luminescence; higher % means a stronger effect; one-dose cellular ATP content (survival), % at 20 µM; EC50 in µM for titrated hits;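 active = EC50 below 50 µM in the dose-response confirmation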;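 note: death triggered by thapsigargin at about 15 µM added after 2 h compound pretreatment; cell ATP read after overnight thapsigargin exposure of roughly 18 to 22 hours; normalized against plate controls of thapsigargin alone and 5% DMSO vehicle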
# NS5 inhibitors pilot replicate = also measured in NS5 inhibitors; calls as there; inhibition, %; measured here: pilot screen replicate inhibition
# Numbers without * were called inactive; ? = inconclusive; nt = no result given.
SMILES,NS5 inhibitors,PhoP inhibition,RSV antiviral HEp-2,LYP phosphatase,SV40 large T antigen,West Nile virus CPE,Rac1 GTP hydrolysis,GPR35 arrestin U2OS,ER stress rescue,others
Cc1cc(C)c(SCCc2ccncc2)c(C)c1,-1%,2%,1.0%,-7%,8%,-1.5%,9%,2%,nt,
O=C(Nc1ccccc1N1CCCCC1)C1CCN(S(=O)(=O)c2cccc(C(F)(F)F)c2)CC1,-2%,-6%,4.4%,nt,13%,nt,4%,nt,nt,
COc1ccc(OCc2nnc(SCC(=O)NCc3ccco3)o2)cc1,-4%,-1%,2.7%,-10%,18%,-0.7%,6%,6%,2.2%,
O=C(O)C1C2C=CC(C2)C1C(=O)NCc1ccc(Cl)cc1Cl (stereo not drawn),6%,-4%,0.4%,-2%,26%,-1.1%,14%,-4%,nt,
O=C(/C=C/c1cccs1)Nc1ccc([N+](=O)[O-])cc1,0%,-10%,7.7%,-2%,12%,-0.1%,7%,3%,2.0%,
CC(OC(=O)c1cnc2ccccc2n1)c1ccccc1Cl (stereo not drawn),-6%,3%,6.3%,-1%,2%,0.9%,8%,1%,nt,
O=C(CCNC(=O)C1CCN(S(=O)(=O)c2ccc(F)cc2)CC1)NCc1ccccc1Cl,-5%,6%,0.9%,-11%,7%,-0.3%,4%,6%,nt,
CCN(C(=O)COC(=O)c1nn(-c2ccccc2)c(=O)c2ccccc12)C1CCS(=O)(=O)C1 (stereo not drawn),-9%,-3%,0.5%,-4%,19%,0.1%,6%,-2%,nt,
Clc1ccc(CSc2nnc(-c3ccc4c(c3)OCO4)o2)cc1,-3%,2%,-0.7%,-7%,7%,0.1%,8%,-15%,0.1%,
COc1cc(OC)c(C(=O)N2CCN(c3ccccn3)CC2)cc1OC,2%,-6%,2.0%,-10%,13%,-0.8%,7%,4%,nt,NS5 inhibitors pilot replicate=-4.3
CC(=O)c1c(N2CCN(c3ccccn3)CC2)nc(=S)n(-c2ccccc2)c1C,-16%,7%,1.7%,-5%,29%,-0.4%,9%,9%,-2.4%,
Cc1nn(C)cc1-c1n[nH]c(=S)n1-c1ccc(F)cc1,-5%,3%,1.3%,-11%,5%,-0.3%,8%,3%,-1.3%,
COc1cc(C(=O)N/N=C/c2ccc(OC)c(CN3CCN(c4ccc(F)cc4)CC3)c2)ccc1O,7%,1%,4.4%,0%,31%,0.1%,83µM*,-16%,-1.9%,
CCOC(=O)c1nc(NCc2ccccc2C)c2ccccc2n1,-10%,-2%,0.9%,-7%,18%,-1.4%,11%,-14%,0.4%,
C=CCN(c1ccccc1OC)S(=O)(=O)c1cccc(C(=O)OCC(=O)c2c[nH]c3ccccc23)c1,-3%,-5%,16%,0%,14%,-0.7%,5%,-12%,-2.6%,

# 5 entries drawn at random from those above:
SMILES,NS5 inhibitors,PhoP inhibition,RSV antiviral HEp-2,LYP phosphatase,SV40 large T antigen,West Nile virus CPE,Rac1 GTP hydrolysis,GPR35 arrestin U2OS,ER stress rescue,others
O=C(Nc1ccccc1N1CCCCC1)C1CCN(S(=O)(=O)c2cccc(C(F)(F)F)c2)CC1,-2%,-6%,4.4%,nt,13%,nt,4%,nt,nt,
Clc1ccc(CSc2nnc(-c3ccc4c(c3)OCO4)o2)cc1,-3%,2%,-0.7%,-7%,7%,0.1%,8%,-15%,0.1%,
COc1cc(C(=O)N/N=C/c2ccc(OC)c(CN3CCN(c4ccc(F)cc4)CC3)c2)ccc1O,7%,1%,4.4%,0%,31%,0.1%,83µM*,-16%,-1.9%,
CCN(C(=O)COC(=O)c1nn(-c2ccccc2)c(=O)c2ccccc12)C1CCS(=O)(=O)C1 (stereo not drawn),-9%,-3%,0.5%,-4%,19%,0.1%,6%,-2%,nt,
CCOC(=O)c1nc(NCc2ccccc2C)c2ccccc2n1,-10%,-2%,0.9%,-7%,18%,-1.4%,11%,-14%,0.4%,

# Remaining list, next part:
SMILES,NS5 inhibitors,PhoP inhibition,RSV antiviral HEp-2,LYP phosphatase,SV40 large T antigen,West Nile virus CPE,Rac1 GTP hydrolysis,GPR35 arrestin U2OS,ER stress rescue,others
Cc1ccc(C2=NN=C(NC(=O)CSc3nnc4c5ccccc5n(C)c4n3)SC2)cc1,-7%,-4%,11%,11%,6%,-1.3%,29%,12%,-5.1%,
COc1cc(NC(=O)COc2ccccc2)c(OC)cc1NC(C)=O,-7%,-8%,0.7%,-5%,23%,-0.7%,4%,8%,-0.4%,
CCOC(=O)C1CCCN(C(=O)c2ccc(C)c(NC(=O)C3=C(C)OCCS3)c2)C1 (stereo not drawn),-1%,-9%,1.0%,2%,26%,0.2%,-9%,1%,nt,
O=C(Nc1ccc(N2C(=O)c3cccc4cccc(c34)C2=O)cc1)c1ccc(N2CCCCC2)c([N+](=O)[O-])c1,3%,-1%,1.3%,1%,16%,-0.6%,4%,-8%,6.9%,
CCN1CCN(c2cc(C)c3cc(NC(=O)CCC(=O)N4CCN(c5ccccc5)CC4)ccc3n2)CC1,3%,8%,-0.8%,-9%,8%,0.9%,16%,2%,nt,
CCCCN(C)CCCNC(=O)c1cc(Nc2ccc(OC)c(OC)c2)nc2ccccc12,-2%,17%,0.1%,-7%,6%,-0.9%,14%,-6%,nt,
O=C(Nc1ccccn1)c1ccc(NC(=O)c2ccco2)cc1,10%,-5%,2.1%,-2%,-1%,-0.1%,8%,-10%,-1.4%,
CNC(=O)c1ncnnc1N(C)C(=O)NCc1ccccc1,-4%,1%,-0.3%,-8%,nt,-0.4%,1%,-8%,-2.6%,
CCCN1CCC(NCc2cn(C)nc2-c2ccc(Oc3ccccc3)cc2)CC1,1%,18%,-2.5%,-10%,14%,?,4%,6%,nt,
O=C(Nc1nc2ccccc2n1CCN1CCCCC1)C1CCCCC1,-6%,-1%,1.2%,-11%,-1%,-0.2%,9%,13%,-1.7%,
CN(Cc1ccccc1)c1nc(N)nc(Cl)c1C=O,-4%,4%,3.7%,0%,21%,-0.5%,-8%,12%,0.2%,
O=C1NCCN1Cc1ccc(F)cc1,1%,1%,-0.4%,-9%,2%,-0.6%,9%,12%,1.0%,
CCCCOC(=O)c1ccc(S(N)(=O)=O)o1,3%,4%,0.9%,-7%,9%,0.4%,11%,12%,-1.7%,
COCCN(CCOC)C(=O)c1ccc(NS(=O)(=O)c2ccc3c(c2)OCCO3)cc1,-7%,1%,1.6%,-1%,21%,1.3%,5%,-10%,nt,
CCOc1ccc(NC(=O)Nc2cc(C(C)C)ccc2C)cc1,-4%,-5%,nt,-2%,nt,0.0%,4%,-3%,nt,

# Part of the list above in order of formula weight, low to high:
SMILES,NS5 inhibitors,PhoP inhibition,RSV antiviral HEp-2,LYP phosphatase,SV40 large T antigen,West Nile virus CPE,Rac1 GTP hydrolysis,GPR35 arrestin U2OS,ER stress rescue,others
COc1cc(NC(=O)COc2ccccc2)c(OC)cc1NC(C)=O,-7%,-8%,0.7%,-5%,23%,-0.7%,4%,8%,-0.4%,
Clc1ccc(CSc2nnc(-c3ccc4c(c3)OCO4)o2)cc1,-3%,2%,-0.7%,-7%,7%,0.1%,8%,-15%,0.1%,
CCN1CCN(c2cc(C)c3cc(NC(=O)CCC(=O)N4CCN(c5ccccc5)CC4)ccc3n2)CC1,3%,8%,-0.8%,-9%,8%,0.9%,16%,2%,nt,

# The list continues.
SMILES,NS5 inhibitors,PhoP inhibition,RSV antiviral HEp-2,LYP phosphatase,SV40 large T antigen,West Nile virus CPE,Rac1 GTP hydrolysis,GPR35 arrestin U2OS,ER stress rescue,others
O=c1ccc(Oc2nc(N3CCOCC3)nc(N3CCOCC3)n2)nn1-c1ccccc1,-8%,-4%,-2.1%,-4%,22%,-0.1%,10%,4%,-1.2%,
Cc1noc(C)c1CN1C(=O)NC(Cc2ccccc2)(Cc2ccccc2)C1=O,nt,-2%,0.7%,4%,5%,0.1%,-2%,8%,1.0%,
O=C(NCCc1cccs1)c1ccc(Cl)c(Cl)c1,-5%,6%,4.9%,-8%,20%,0.2%,-4%,4%,-0.7%,
CC1(C)CC(NC(=O)c2cccc(Cl)c2)CC(C)(C)N1,nt,-5%,0.0%,-7%,3%,-1.7%,17%,-13%,nt,
CN(Cc1ccccc1)C(=O)c1ccco1,-5%,-8%,1.7%,-4%,20%,0.2%,-1%,4%,0.8%,
COC(=O)c1ccc(NC(=O)CSc2nncc3ccc(OC)c(OC)c23)cc1,1%,4%,-0.1%,-2%,5%,-0.1%,12%,-15%,0.4%,
Cc1ccc(NC(=O)CSc2nc3ccccc3c(=O)n2CCCC(=O)NCC2CCCO2)cc1 (stereo not drawn),1%,-4%,0.0%,-10%,-3%,1.3%,16%,3%,nt,
COc1cccc(OC)c1C(=O)OCC(=O)Nc1cccnc1Cl,-6%,6%,0.0%,-2%,13%,-0.6%,-5%,6%,-1.6%,
COc1cccc(CN(C)C(=O)C2CC(=O)N(c3ccc4c(c3)OCCO4)C2)c1 (stereo not drawn),-1%,7%,1.1%,nt,4%,nt,6%,nt,nt,
CC1CCN(C(=O)CSc2nnc(CNC(=O)c3ccc(F)cc3)o2)CC1,-3%,9%,3.8%,-7%,10%,-0.3%,2%,-18%,nt,
CCC(C(=O)Nc1ccccc1OC)n1c(C(=O)OC)cc2ccsc21 (stereo not drawn),0%,9%,11%,-7%,-2%,2.5%,-9%,5%,-1.6%,
CCOc1ccccc1CNC(=O)C1CCCN(c2nn3c(=O)cc(C)nc3s2)C1 (stereo not drawn),-5%,-3%,1.3%,-7%,8%,-0.4%,-1%,4%,nt,
COc1ccc(Cl)c(Cn2c(NCc3ccco3)nc3c2c(=O)n(C)c(=O)n3C)c1,-1%,2%,0.3%,-3%,16%,-0.7%,8%,10%,1.8%,
C=CCOc1ccc(CNCCc2ccc(S(N)(=O)=O)cc2)cc1,7%,-2%,-2.9%,-1%,0%,0.3%,9%,-13%,-2.1%,
N#Cc1c(N2CCCCC2)nc(N)c2c(N)nc3c(c12)CC(CCl)O3 (stereo not drawn),-6%,-3%,0.0%,0%,5%,-0.2%,2%,0%,-1.0%,
COc1ccc(CC(=O)N2CCN=C2SC)cc1OC,0%,3%,3.2%,-8%,3%,0.9%,2%,7%,-0.4%,
CS(=O)(=O)CCC(C(=O)OCC(=O)c1ccc(Cl)cc1)N1C(=O)c2ccccc2C1=O (stereo not drawn),3%,-4%,-0.1%,-2%,-5%,nt,5%,-10%,-1.4%,
O=S(=O)(NCc1csc(-c2ccccc2)n1)c1ccc(Cl)s1,-2%,2%,1.3%,-3%,2%,nt,10%,-4%,-0.6%,
Cc1cc(C(=O)NCc2ccc(S(N)(=O)=O)cc2)ccc1[N+](=O)[O-],-8%,8%,0.2%,-6%,0%,-0.2%,5%,2%,-1.5%,
CCOC(=O)c1csc(NC(=O)Nc2cccc(Cl)c2)n1,-4%,-11%,8.4%,-4%,12%,-1.0%,4%,2%,-2.1%,
